High-throughput results from PubChem.
HT1080 IDH1KD tx – qHTS for induction of synthetic lethality in tumor cells producing 2HG: qHTS for the HT-1080-IDH1KD cell line | HT-1080 IDH1 knockdown viability, ATP luminescence, 48 h | Potency, µM (doses to about 46.1 µM), for the others: top-dose activity, negative = toxicity, actives largely listed as cytotoxic | actives 2% (n = 360,000) | AID 686971, 2013;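 further: potency means the concentration at half of the fitted maximal effect; 0% = DMSO wells and -100% = cell-free medium wells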
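Knockdown cells (IDH1KD HT-1080) received compounds 2 h after plating at 750 cells/well and were kept 48 h at 37 °C in 5% FBS RPMI. A CellTiter-Glo luminescence read gave % activity for curve fitting.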
MCF10A rerep – A quantitative high throughput screen for small molecules that induce DNA re-replication in MCF 10a normal breast cells; MCF 10A DNA re-replication, Hoechst nuclear intensity, 48 h; Potency, µM (titrated, usually from 46.1 µM), inactives show at the highest dose activity, positive = re-replication, actives largely listed as activators; actives 2.9% (n = 350,000); AID 624296, 2012; further: potency means the concentration at half of the fitted maximal effect; % of control where 0% means no effect; nearly all actives have a fitted effect of over 50% in size
IL1B secr inh – qHTS for Inhibitors of Inflammasome Signaling: IL-1-beta AlphaLISA Primary Screen; THP-1 LPS/ATP IL-1B secretion, AlphaLISA, 16 h; stronger effect = lower value; activity change, % at 57.5 µM; actives 4.7% (n = 360,000); in the data active means activity change below about -50%; inconclusive means mostly about -30% to -49%; further: on the % scale 0 is the no-effect control and ±100 the full control effect
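THP-1 cells pretreated 1 hr with compounds (up to 57.5 uM final), then stimulated with LPS (250 ng/mL final) plus ATP (1.25 mM final); secreted IL-1B measured by AlphaLISA after 16 hr, decreased signal indicating inhibition.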
ATXN viability – Viability Counterscreen for Primary qHTS for Inhibitors of ATXN expression; AID 651635, 2014; Potency, µM (doses to about 56.7 µM), hits mostly cytotoxic; S2 cells (HEK-293 line with an ATXN2-luciferase reporter) viability, CellTiter-Fluor protease fluorescence, 24 h; actives 0.49% (n = 400,000); further: potency means the concentration at half of the fitted maximal effect; nearly all actives have a fitted effect of over 40% in size
HT1080-NT tox – qHTS for induction of synthetic lethality in tumor cells producing 2HG: qHTS for the HT-1080-NT fibrosarcoma cell line. HT-1080-NT fibrosarcoma viability, CellTiter-Glo ATP luminescence, 48 h. Potency, µM (titrated, usually from 46.1 µM), inactives show at the top dose activity, negative = less viability, usual class: cytotoxic. actives 1.6% (n = 360,000);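 further: NT is the 2HG producing partner of a matched IDH1 knockdown line; potency means the concentration at half of the fitted maximal effect; 0% = DMSO-treated cells and -100% = media-only wells without cells; nearly all actives have a fitted effect of over 55% in size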
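HT-1080-NT; 750 cells/well; 5% FBS RPMI; 48 h compound, 37 degrees C; CellTiter-Glo luminescence; curve fitting and curve-class assignment.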
KB-3-1 cytotox – qHTS assay for MDR1-selective chemotherapeutics: Primary screen using the parental adenocarcinoma cell KB-3-1. KB-3-1 viability, CellTiter-Glo ATP luminescence, 72 h. Potency, µM (highest dose often 46.1 µM), without a hit: at the highest dose activity change, negative = cytotoxic, usual class: cytotoxic. actives 1.4% (n = 400,000); further: potency means the concentration at half of the fitted maximal effect; on the % scale 0 is the no-effect control and ±100 the full control effect; nearly all actives have a fitted effect of over 60% in size
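Using CellTiter-Glo luminescence, growth of non-resistant KB-3-1 adenocarcinoma cells is assessed 72 h after pin-tool compound addition at 37 °C. Normalized responses across the concentration series yield fitted curves.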
ATXN2 expr inh – Primary qHTS for Inhibitors of ATXN expression | actives 0.72% (n = 360,000) | HEK-293 ATXN2-luciferase reporter, luminescence, 24 h | Potency, µM (highest dose often 57 µM), inactives show at the top dose activity change, negative = inhibition, actives largely listed as inhibitors | AID 1745845, 2022; further: potency means the concentration at half of the fitted maximal effect; on the % scale 0 is the no-effect control and ±100 the full control effect; nearly all actives have a fitted effect of over 55% in size
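ATXN2-luciferase reporter cells (luciferase flanked by upstream and downstream ATXN2 gene portions) were treated 24 h at 37 °C with compounds at up to 57 uM. SteadyGlo luminescence gave expression; GF-AFC fluorescence gave viability.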
HepG2 viability – qHTS for Inhibitors of TGF-b: Cytotox Counterscreen | HepG2 CAGA-GFP viability, ATP luminescence, 18 h | Potency, µM (series often up to 46.1 µM), for inactives: at the top dose activity change, negative = cytotoxicity, hits mostly cytotoxic | actives 0.76% (n = 410,000) | AID 588856, 2011; further: potency means the concentration at half of the fitted maximal effect; some results filed as inactive show a strong effect at the top dose
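HepG2 CAGA-GFP cells (1000/well, DMEM with 1% FBS) received compound, then TGF-beta at 500 pg/mL final, and were incubated 18 hours at 37 degrees C. Viability was read by CellTiter-Glo luminescence. Media-only wells were set as complete cell-killing and DMSO as no toxicity.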
SW480 rereplic – A quantitative high throughput screen for small molecules that induce DNA re-replication in SW480 colon adenocarcinoma cells; SW480 DNA re-replication, Hoechst DNA content imaging, 48 h; Potency, µM (highest dose often 46.1 µM), inactives show at the top dose re-replication activation, hits mostly activators; actives 1.8% (n = 340,000); further: potency means the concentration at half of the fitted maximal effect; % of control where 0% means no effect; nearly all actives have a fitted effect of over 55% in size
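Image-based read-out: total Hoechst fluorescence of nuclei (405 nm excitation, 500-530 nm emission), with hits raising the fraction of high-intensity nuclei. SW480 colon cells incubated 48 hr with compounds at 37 C.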
* hit, by the source's call; [ ] = another dose, or the depositor's remark. Unless noted, the call rests on the fitted dose curve; in most records, active means well fitted curve in the direction sought with a large enough effect; inconclusive means small, poorly fitted or top-dose-only effect, or another doubt; inactive means no such curve, though single readings can be large; an effect the other way counts as inactive or inconclusive.

What do the screens show for `COc1cc2c(cc1OC)C(COc1ccc(F)cc1)N(C(=O)c1ccccc1F)CC2` (stereo not given)?
ATXN viability: inactive; KB-3-1 cytotox: -4%; ATXN2 expr inh: -13%; HepG2 viability: -32%

How did Cc1ccc([N+](=O)[O-])cc1S(=O)(=O)N1CCN(C)CC1 do in these assays?
HT1080 IDH1KD tx: -22%; MCF10A rerep: 17%; IL1B secr inh: 20; ATXN viability: inactive; HT1080-NT tox: 4%; KB-3-1 cytotox: 4%; ATXN2 expr inh: -21%[11.3 µM]; HepG2 viability: 5%; SW480 rereplic: -4%

How did COc1ccccc1NS(=O)(=O)c1cc(C(=O)NCC(c2ccco2)N(C)C)ccc1C (stereo not given) do in these assays?
HT1080 IDH1KD tx: -14%; MCF10A rerep: -1%; IL1B secr inh: 5; ATXN viability: inactive; HT1080-NT tox: 0%; KB-3-1 cytotox: 14%; ATXN2 expr inh: -5%; HepG2 viability: 2%; SW480 rereplic: -8%

What do the screens show for `O=C(CCCOc1ccc(Br)cc1)NCCc1ccc(OC(F)F)cc1`?
HT1080 IDH1KD tx: -5%; MCF10A rerep: -10%; IL1B secr inh: -8; ATXN viability: inactive; HT1080-NT tox: -23%; KB-3-1 cytotox: -26%; ATXN2 expr inh: -22%; HepG2 viability: -4%; SW480 rereplic: inconclusive

Results for c1ccc(-c2nc(N3CCCCC3)nc3ccccc23)cc1 ?
HT1080 IDH1KD tx: -12%; MCF10A rerep: inconclusive; IL1B secr inh: 0; HT1080-NT tox: -8%; KB-3-1 cytotox: 11%; ATXN2 expr inh: 3%; HepG2 viability: -32%; SW480 rereplic: inconclusive

How did CN1CCN(C(=S)c2ccc(-c3cccc([N+](=O)[O-])c3)o2)CC1 do in these assays?
HT1080 IDH1KD tx: -3%; MCF10A rerep: 18%; IL1B secr inh: -23; ATXN viability: inactive; HT1080-NT tox: 0%; KB-3-1 cytotox: 0%; ATXN2 expr inh: 57%[activator]; HepG2 viability: -34%; SW480 rereplic: -2%

How did COc1ccc(C(CNC(=O)COc2c(C)cc(C)cc2C)N2CCOCC2)cc1 (stereo not given) do in these assays?
HT1080 IDH1KD tx: 19%; MCF10A rerep: 13%; IL1B secr inh: -16; HT1080-NT tox: 0%; KB-3-1 cytotox: -4%; HepG2 viability: -20%; SW480 rereplic: -3%

What do the screens show for `COc1ccc(OC)c(NC(=O)CSc2ccc3nnc(-c4cccnc4)n3n2)c1`?
HT1080 IDH1KD tx: -8%; MCF10A rerep: 0%; IL1B secr inh: 12; ATXN viability: inactive; HT1080-NT tox: 0%; KB-3-1 cytotox: 3%; ATXN2 expr inh: -4%; HepG2 viability: -44%; SW480 rereplic: -5%

What do the screens show for `CCc1cc(=O)[nH]c(SCC(=O)Nc2ccc3c(c2)OCCO3)n1`?
HT1080 IDH1KD tx: -19%; MCF10A rerep: 3%; IL1B secr inh: 19; ATXN viability: inactive; HT1080-NT tox: 0%; KB-3-1 cytotox: -20%; ATXN2 expr inh: 3%; HepG2 viability: -2%; SW480 rereplic: -1%

What do the screens show for `Cc1ccc(S(=O)(=O)N(C)c2ccc(C(=O)NCc3ccccn3)cc2)cc1`?
HT1080 IDH1KD tx: 0%; MCF10A rerep: 0%; IL1B secr inh: 25; ATXN viability: inactive; HT1080-NT tox: 0%; KB-3-1 cytotox: 8%; ATXN2 expr inh: -3%; HepG2 viability: -1%; SW480 rereplic: -25%

The final two entries of the section before lead into the next:
What do the screens show for `CCc1cc(=O)[nH]c(SCC(=O)Nc2ccc3c(c2)OCCO3)n1`?
HT1080 IDH1KD tx: -19%; MCF10A rerep: 3%; IL1B secr inh: 19; ATXN viability: inactive; HT1080-NT tox: 0%; KB-3-1 cytotox: -20%; ATXN2 expr inh: 3%; HepG2 viability: -2%; SW480 rereplic: -1%

What do the screens show for `Cc1ccc(S(=O)(=O)N(C)c2ccc(C(=O)NCc3ccccn3)cc2)cc1`?
HT1080 IDH1KD tx: 0%; MCF10A rerep: 0%; IL1B secr inh: 25; ATXN viability: inactive; HT1080-NT tox: 0%; KB-3-1 cytotox: 8%; ATXN2 expr inh: -3%; HepG2 viability: -1%; SW480 rereplic: -25%

What do the screens show for `COc1ccc2ncn(-c3ccccc3)c2c1`?
HT1080 IDH1KD tx: -1%; MCF10A rerep: 1%; IL1B secr inh: -8; ATXN viability: inactive; HT1080-NT tox: 2%; KB-3-1 cytotox: -11%; ATXN2 expr inh: 9%; HepG2 viability: -5%; SW480 rereplic: 14%

How did Cc1cccc(OCCc2nnc(N)s2)c1C do in these assays?
HT1080 IDH1KD tx: 6%; MCF10A rerep: -1%; IL1B secr inh: 22; ATXN viability: inactive; HT1080-NT tox: -3%; KB-3-1 cytotox: 13%; ATXN2 expr inh: -8%; HepG2 viability: -11%; SW480 rereplic: -2%

How did Cc1ccc(NC(=O)CN(C)C(=O)COC(=O)/C=C/c2cccs2)cc1 do in these assays?
HT1080 IDH1KD tx: 5%; MCF10A rerep: 0%; IL1B secr inh: -97*; ATXN viability: inactive; HT1080-NT tox: 1%; KB-3-1 cytotox: 10%; ATXN2 expr inh: 0%; HepG2 viability: 3%; SW480 rereplic: -71%[inhibitor]

How did CCOC(=O)N1CCN(C2CCCN(C(=O)c3ccccc3C(F)(F)F)C2)CC1 (stereo not given) do in these assays?
HT1080 IDH1KD tx: 7%; MCF10A rerep: 1%; IL1B secr inh: 7; ATXN viability: inactive; HT1080-NT tox: 0%; ATXN2 expr inh: 4%; HepG2 viability: 18%; SW480 rereplic: -7%

What do the screens show for `NC(=O)c1nnsc1-c1ccc(-c2snnc2C(N)=O)cc1`?
HT1080 IDH1KD tx: 0%; MCF10A rerep: 3%; IL1B secr inh: -11; ATXN viability: inactive; HT1080-NT tox: 5%; KB-3-1 cytotox: 1%; HepG2 viability: -4%; SW480 rereplic: -5%

What do the screens show for `CCCCC(=O)OC1=C(C(C)=O)N(Cc2ccccc2)S(=O)(=O)c2ccccc21`?
ATXN viability: inactive; KB-3-1 cytotox: -4%; ATXN2 expr inh: -1%; HepG2 viability: 1%

How did CCOC(=O)N/N=C/c1ccc(Oc2ccccc2)cc1 do in these assays?
HT1080 IDH1KD tx: -4%; MCF10A rerep: 6%; IL1B secr inh: 16; ATXN viability: inconclusive; HT1080-NT tox: -1%; KB-3-1 cytotox: -3%; ATXN2 expr inh: 0%; HepG2 viability: -26%; SW480 rereplic: 0%

How did Cc1cccc(N2CCN(C(=O)Cn3sc4nc(C)cc(C)c4c3=O)CC2C)c1 (stereo not given) do in these assays?
HT1080 IDH1KD tx: inconclusive; MCF10A rerep: inconclusive; IL1B secr inh: inconclusive; ATXN viability: inconclusive; HT1080-NT tox: -18%; KB-3-1 cytotox: 15%; ATXN2 expr inh: inconclusive; HepG2 viability: -33%; SW480 rereplic: inconclusive

Results for Cc1ccc(Nc2nc(N)nc(CSc3nnc(C)s3)n2)cc1 ?
HT1080 IDH1KD tx: -16%; MCF10A rerep: 0%; IL1B secr inh: -11; ATXN viability: inactive; HT1080-NT tox: -10%; KB-3-1 cytotox: -1%; ATXN2 expr inh: 61%[activator]; HepG2 viability: -9%; SW480 rereplic: -12%

What do the screens show for `O=C(O)c1ccccc1C(=O)Nn1cnnc1`?
HT1080 IDH1KD tx: 12%; MCF10A rerep: -2%; IL1B secr inh: -3; ATXN viability: inactive; HT1080-NT tox: 3%; KB-3-1 cytotox: inconclusive; ATXN2 expr inh: 5%; HepG2 viability: -2%; SW480 rereplic: -13%

Results for Cc1onc(-c2c(F)cccc2Cl)c1C(=O)Nc1sc2c(c1C#N)CCC(C(C)(C)C)C2 (stereo not given) ?
HT1080 IDH1KD tx: -29%; MCF10A rerep: inconclusive; IL1B secr inh: inconclusive; ATXN viability: inactive; HT1080-NT tox: -7%; KB-3-1 cytotox: -9%; ATXN2 expr inh: -31%; HepG2 viability: -36%; SW480 rereplic: 14%

Results for COc1ccc(C(=O)NCc2nnc(SCCOc3ccccc3)n2C)cc1 ?
HT1080 IDH1KD tx: -10%; MCF10A rerep: -1%; IL1B secr inh: 8; ATXN viability: inactive; HT1080-NT tox: 0%; KB-3-1 cytotox: -1%; ATXN2 expr inh: -6%; HepG2 viability: 15%; SW480 rereplic: -3%

How did COc1cc(NS(=O)(=O)c2ccc(C)cc2)c2c(c1N)C(=O)c1ccccc1C2=O do in these assays?
HT1080 IDH1KD tx: -3%; IL1B secr inh: -15; ATXN viability: inconclusive; HT1080-NT tox: 1%; KB-3-1 cytotox: -20%; HepG2 viability: -10%

How did O=C(Nc1ccc2c(c1)CCC2)C1CCN(c2ncccn2)CC1 do in these assays?
HT1080 IDH1KD tx: 13%; MCF10A rerep: -185%[0.0737 µM]; IL1B secr inh: 7; ATXN viability: inactive; HT1080-NT tox: -1%; KB-3-1 cytotox: 7%; ATXN2 expr inh: 3%; HepG2 viability: 2%; SW480 rereplic: -25%

What do the screens show for `COc1cc(NC(=O)c2c(C)oc3c2C2=NCCN2C=N3)cc(OC)c1OC`?
ATXN viability: inactive; KB-3-1 cytotox: 8%; ATXN2 expr inh: -2%; HepG2 viability: -13%

How did CCCc1nc2nc(C)c(NS(=O)(=O)c3ccc(Cl)cc3)c(=O)n2[nH]1 do in these assays?
HT1080 IDH1KD tx: 5%; MCF10A rerep: 2%; IL1B secr inh: -3; ATXN viability: inactive; HT1080-NT tox: 2%; KB-3-1 cytotox: 1%; ATXN2 expr inh: 6%; HepG2 viability: -1%; SW480 rereplic: 1%
